Screening data as filed in PubChem BioAssay.
HSP90 refold inh – inhibitors of HSP90 luciferase refolding in rabbit reticulocyte lysate; luciferase refolding luminescence, 3 h; inhibition, % at 5.6 µM; 0.91% of 290,000 active; AID 1789;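 active means inhibition above the screen-wide mean plus 3 SD, computed separately per campaign, cut at about 16% in these data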;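 further: 0% = DMSO wells and 100% = 60 µM geldanamycin wells; inhibitors lower the luminescence because luciferase stays unfolded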
IEC-6 tox – counter-screen for KLF5 inhibitors: cytotoxicity in IEC-6 cells. 0.78% of 290,000 active. AID 1825. IEC-6 cytotoxicity, luminescence viability. inhibition, % at 5 µM; in the data active means inhibition above about 22%;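 further: 0% = plate median of test compound wells and 100% = cytotoxic reference compound wells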
GSK3 alpha inh – blocks human GSK-3 alpha kinase; P49840; ADP-Glo luminescence, 60 min; inhibition, % at 10 µM; 0.1% of 320,000 active;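 in the data active means inhibition above about 50%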;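 further: GST-tagged GSK-3 alpha with peptide substrate and 25 µM ATP; 0% = DMSO neutral wells and 100% = GW8510 positive control wells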
Target sequence (P49840 whole entry, looked up): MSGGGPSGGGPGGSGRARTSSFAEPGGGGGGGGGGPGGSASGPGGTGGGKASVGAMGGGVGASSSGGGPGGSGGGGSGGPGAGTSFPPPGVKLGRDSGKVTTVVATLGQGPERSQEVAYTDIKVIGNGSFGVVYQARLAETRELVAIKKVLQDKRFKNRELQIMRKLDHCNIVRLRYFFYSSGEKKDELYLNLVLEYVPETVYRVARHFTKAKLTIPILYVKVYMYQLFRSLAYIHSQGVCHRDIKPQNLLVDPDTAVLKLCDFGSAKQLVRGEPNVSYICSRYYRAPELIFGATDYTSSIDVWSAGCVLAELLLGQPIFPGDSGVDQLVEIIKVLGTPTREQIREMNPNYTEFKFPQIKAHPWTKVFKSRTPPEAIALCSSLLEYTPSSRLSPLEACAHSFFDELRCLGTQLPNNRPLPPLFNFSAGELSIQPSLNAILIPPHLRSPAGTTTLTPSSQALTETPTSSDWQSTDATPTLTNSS
GSK3beta inhib – inhibitors of human GSK3beta kinase. GST-GSK3beta kinase, ADP-Glo luminescence, 60 min; active compounds read low. 0.038% of 300,000 active. activity score (negative = inhibition), % at 10 µM. AID 2097;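 active means more than half of replicate wells score below -50%, meaning over 50% inhibition versus plate controls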;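 further: 0% = median DMSO wells and -100% = median GW8510 positive control wells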
Target sequence (P49841 whole entry, looked up): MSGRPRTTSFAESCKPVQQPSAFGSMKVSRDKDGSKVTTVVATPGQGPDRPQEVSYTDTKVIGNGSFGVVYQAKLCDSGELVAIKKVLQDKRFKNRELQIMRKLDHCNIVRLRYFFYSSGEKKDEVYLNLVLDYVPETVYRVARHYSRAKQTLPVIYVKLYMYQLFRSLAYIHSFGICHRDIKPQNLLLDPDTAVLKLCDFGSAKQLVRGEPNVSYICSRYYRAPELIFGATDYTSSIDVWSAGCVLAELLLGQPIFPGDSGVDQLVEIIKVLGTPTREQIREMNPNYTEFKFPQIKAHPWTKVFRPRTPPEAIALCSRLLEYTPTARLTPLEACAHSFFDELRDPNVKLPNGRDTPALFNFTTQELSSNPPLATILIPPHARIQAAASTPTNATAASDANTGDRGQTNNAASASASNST
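Test system – GST-tagged human GSK3beta kinase, cell-free · Incubation – 60 min enzyme reaction, room temperature · Signal – ADP-Glo luminescence · Also added – peptide substrate and ATP at 25 µM · Controls – DMSO neutral wells and GW8510 at 20 µM as positive · Buffer or medium – Tris/MgCl2 kinase buffer · Measure – Luminescence-derived activity versus plate DMSO and GW8510 wells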
aSyn 5UTR inh – MLPCN primary screen, SNCA 5' untranslated region; alpha-synuclein 5'UTR reporter, inhibitor activity; inhibition, % (tested at 7.5 µM); 0.82% of 300,000 active; AID 1813; in the data active means inhibition above about 60%;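 further: H4 neuroglioblastoma cells stably carrying SNCA 5'UTR luciferase fusion; 0% = DMSO wells and 100% = positive control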
KLF5 inhibitor – suppresses KLF5 promoter-driven expression; DLD-1 KLF5 promoter-luciferase reporter, luminescence; inhibition, % at 5 µM; 0.23% of 290,000 active;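 active means inhibition above a per-plate limit of that plate's mean compound inhibition plus 3 SD, cut at about 60% in these data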;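 further: 0% = DMSO wells and 100% = LY294002 at 200 µM; higher means less KLF5 promoter-driven luciferase light; inactives centre near -14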
Platelet DG rel – platelet dense granule release activity. human platelet-rich plasma, SFLLRN dense granule ATP release, luminescence. inhibition, %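 (compounds screened at 7.5 µM in platelet-rich plasma)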. 0.22% of 300,000 active. AID 1663;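 active means mean replicate score, as percent of positive control, at or above 50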
DYRK1A inh – blocks rat Dyrk1A kinase activity. 0.43% of 310,000 active. Q63470. inhibition, % at 12.5 µM. ADP-Glo luminescence, NFATc1 peptide; in the data active means inhibition above about 50%;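 further: plate controls were vehicle with enzyme for no effect and no enzyme for full effect; many of its hits are not listed in these tables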
HSF1 inh – HSF1 inhibition | NIH3T3-HGL HSE-luciferase, MG132-induced, luminescence 8 h; active compounds read low | activity change, negative = inhibition, % at 7.5 µM (by protocol) | 0.77% of 300,000 active | AID 2098;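 active means more than half of replicate wells show activity change below -50%, luminescence cut by over half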;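 further: luciferase reports HSF-1 transcriptional activity via heat shock element; 0% = median of DMSO wells and -100% = zero luminescence signal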
HSF-1 act – increases HSF-1 driven luciferase reporter signal; 1.7% of 300,000 active; NIH3T3-HGL HSF-1 luciferase reporter, MG132, 8 h; 100% = twice DMSO control signal; activation, % at 9 µM; AID 504408;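 active means mean replicate activation of at least 50% with a set share of replicates each reaching 50%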;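 further: 0% = median of the neutral control wells and 100% = twice that signal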
* marks the source's active call; other numbers are inactive results; nt = no result given. An excerpt; rates above refer to the full screens.

Values run as follows: HSP90 refold inh | IEC-6 tox | GSK3 alpha inh | GSK3beta inhib | aSyn 5UTR inh | KLF5 inhibitor | Platelet DG rel | DYRK1A inh | HSF1 inh | HSF-1 act
O=C1CC(SC(=Nc2ccccc2)Nc2ccccc2)C(=O)N1c1cccc2ccccc12 (stereo unspecified)
 : 4 | 4 | 0 | -26 | 45 | -8 | -16 | -3 | -4 | 2
O=C(NCc1ccccn1)c1ccc(OC2CCN(Cc3ccccc3O)CC2)cc1
 : 3 | 0 | -2 | 1 | 10 | -27 | 3 | -3 | -9 | -9
CN(CCc1ccccn1)Cc1ccc(Cl)c(Cl)c1
 : 3 | 0 | 5 | 3 | 2 | -21 | 11 | 13 | 4 | 17
Cc1ccc(NC(=O)c2ccc(NCc3ccco3)c([N+](=O)[O-])c2)cc1Cl
 : 3 | 1 | -3 | 0 | 22 | -25 | 0 | -1 | -4 | -13
CCC(CC)C(=O)c1c[nH]c(C(=O)N2CCN(c3ccc(OC)cc3)CC2)c1
 : 0 | -8 | 0 | -3 | 14 | -8 | 4 | nt | 2 | 3
O=C(Nc1ncnc2sc3c(c12)CCC3)c1ccco1
 : -5 | 0 | 0 | -4 | -1 | -6 | -4 | -2 | 3 | 2
O=C(COCc1cc(-c2ccc3c(c2)OCO3)on1)N1CCN(c2cccc(C(F)(F)F)c2)CC1
 : 0 | 3 | -3 | 2 | 8 | 0 | 6 | nt | 0 | 14
O=C(c1ccc(F)cc1)N1CCCCC(Sc2nnnn2-c2ccccc2)C1=O (stereo unspecified)
 : 3 | -7 | -1 | -1 | -26 | -38 | 3 | -8 | -1 | 1
CN(CCOc1ccccc1)CC(=O)Nc1cccc(C#N)c1
 : 8 | -7 | 3 | 1 | -4 | -23 | 15 | 2 | 3 | -13
Cn1c(N)c(C(=O)COC(=O)CC(NC(=O)c2ccccc2Cl)c2ccccc2)c(=O)n(C)c1=O (stereo unspecified)
 : 2 | -2 | 1 | -2 | 12 | -66 | 1 | 0 | 5 | 36
Cn1cc([N+](=O)[O-])c(C(=O)NC2CCCCCC2)n1
 : -9 | -6 | nt | 9 | -2 | -7 | -2 | 5 | -4 | -9
O=C(O)c1ccc(N2CCCCCC2)c(N2C(=O)c3ccccc3C2=O)c1
 : 4 | 4 | -3 | 4 | -7 | -20 | 1 | -1 | 5 | -6
Cc1nc2ccc(N=NN(C)C)cc2[nH]1
 : 1 | 0 | 2 | 0 | 21 | -2 | 19 | 24 | -3 | 7
Cc1c(C(=O)NCC2COc3ccccc3O2)oc2ccc(S(=O)(=O)N(C)C3CCCCC3)cc12 (stereo unspecified)
 : 1 | -3 | -3 | 0 | 16 | -8 | 20 | nt | 2 | 10
Cc1cc(C)cc(NC(=O)CSc2nccn2Cc2ccco2)c1
 : 2 | -4 | -2 | 1 | -17 | -33 | -8 | -3 | 3 | 9

Another view of 2 compounds above.
compound: Cn1cc([N+](=O)[O-])c(C(=O)NC2CCCCCC2)n1
  HSP90 refold inh: -9 | IEC-6 tox: -6 | GSK3 alpha inh: nt | GSK3beta inhib: 9 | aSyn 5UTR inh: -2 | KLF5 inhibitor: -7 | Platelet DG rel: -2 | DYRK1A inh: 5 | HSF1 inh: -4 | HSF-1 act: -9
compound: O=C(O)c1ccc(N2CCCCCC2)c(N2C(=O)c3ccccc3C2=O)c1
  HSP90 refold inh: 4 | IEC-6 tox: 4 | GSK3 alpha inh: -3 | GSK3beta inhib: 4 | aSyn 5UTR inh: -7 | KLF5 inhibitor: -20 | Platelet DG rel: 1 | DYRK1A inh: -1 | HSF1 inh: 5 | HSF-1 act: -6

Next part.
Values run as follows: HSP90 refold inh | IEC-6 tox | GSK3 alpha inh | GSK3beta inhib | aSyn 5UTR inh | KLF5 inhibitor | Platelet DG rel | DYRK1A inh | HSF1 inh | HSF-1 act
COc1ccc(Cl)cc1N(C(C)C(=O)NC1CCCC1)S(C)(=O)=O (stereo unspecified)
 : -2 | -1 | 1 | -4 | 2 | -12 | 10 | -1 | nt | nt
O=C(Nc1cccnc1)c1cc(-c2cccnc2)nc2ccc(Br)cc12
 : 1 | 4 | nt | 11 | -25 | -25 | -9 | 4 | 5 | 1
CC(OC(=O)c1ccc2c(=O)n3c(nc2c1)CCC3)C(N)=O (stereo unspecified)
 : 7 | 3 | -1 | 0 | -4 | 5 | -35 | 3 | 3 | 6
CCC(c1nnc(SCC(=O)Nc2nnc(-c3ccccc3)o2)o1)N(C)C (stereo unspecified)
 : 2 | 2 | 2 | -2 | -7 | -7 | 2 | 5 | -3 | -12
CCOc1ccc(C(C)=O)cc1COC(=O)C(C)N=C1NS(=O)(=O)c2ccccc21 (stereo unspecified)
 : 2 | -5 | 0 | 0 | 2 | -23 | -3 | -2 | -2 | 27
CSc1ccc(CNc2ccccc2)cc1
 : -4 | 2 | -2 | 1 | -7 | -19 | -3 | nt | -5 | 2
O=C(N/N=C/C(Br)=C\c1ccccc1)c1n[nH]c2c1CCC2
 : 4 | 75* | -1 | -1 | 18 | 44 | 2 | 0 | 210 | 211*
Cc1cc(C)cc(OCC(=O)Nc2ccc(N3CCCC3)cc2)c1
 : 5 | -6 | -4 | 0 | 0 | -1 | -3 | 3 | 3 | 13
O=C(NCc1ccc2c(c1)OCO2)c1ccc(Cl)c(S(=O)(=O)NCc2ccccc2)c1
 : 0 | -1 | -1 | 1 | 16 | -8 | 3 | -4 | 7 | 2
CN(CC(=O)Nc1ccc(Cl)cc1)c1ccc(S(=O)(=O)N2CCCCC2)cc1[N+](=O)[O-]
 : -1 | 2 | -2 | -1 | 36 | -10 | -7 | -3 | 1 | -18
O=C(CN1CCC(NC(=O)c2ccccc2)CC1)NCc1ccccc1F
 : 0 | 0 | 0 | -2 | 2 | -15 | 0 | nt | 4 | 4
O=C(O)c1cc(-c2ccc(N3CCOCC3)cc2)nn1-c1ccc(F)cc1F
 : 0 | 0 | 2 | -1 | 25 | -26 | 10 | 2 | -7 | 0
O=C(NC1CCCC1)C1CC(O)CN1C(=O)Nc1ccccc1 (stereo unspecified)
 : -2 | 1 | -3 | nt | 6 | 4 | -16 | -4 | 4 | 20
Cc1ccc(S(=O)(=O)Nc2ccc(C(=O)N3CCCC3)cc2)c(C)c1NS(C)(=O)=O
 : 1 | -1 | -3 | nt | 5 | -12 | -3 | -3 | 4 | 12
O=C(O)c1ccccc1C(=O)N1CC=C(c2ccccc2)CC1
 : 0 | -2 | 2 | 3 | -12 | -35 | -2 | -4 | -18 | -32
Cc1ccc(/C=N/NC(=O)c2ccncc2)o1
 : 0 | -6 | -3 | -2 | -20 | -3 | -8 | -7 | 2 | 24
O=C(NC1CCCCCCC1)c1ccccc1-c1ccccc1
 : 5 | 8 | -1 | -2 | -15 | 0 | -3 | 7 | 3 | 3
c1ccc2nc3[nH]cnc3nc2c1
 : 2 | 2 | 6 | -2 | 2 | -26 | 5 | -5 | 10 | 5
CC(C)c1cccc(C(C)C)c1NC(=O)Cn1c(=O)cnc2ccccc21
 : 1 | 0 | 1 | 0 | 3 | 3 | 0 | -1 | -7 | 24
CN1CCN(CCN2CCn3c2nc2ccccc23)CC1
 : 0 | -5 | 0 | 3 | 0 | -41 | -1 | -2 | -8 | -8
COc1ccc(-n2c(C)cc(C(=O)COc3ccc(-n4cnnn4)cc3)c2C)cc1
 : 0 | 0 | -3 | 0 | 12 | -54 | 1 | -6 | -1 | 20
CC(NC(=S)Nc1ccccc1Cl)C(c1cccs1)N1CCCC1 (stereo unspecified)
 : 11 | 1 | -1 | -1 | -8 | -12 | -2 | 4 | 1 | 11
CCCN1C(=O)/C(=C\C=C2/Sc3ccccc3N2CC)SC1=S
 : 1 | 3 | nt | 1 | nt | -2 | 5 | nt | nt | nt
CSc1ccc(CN2CCC(n3nccc3NC(=O)C3CCOC3)CC2)cc1 (stereo unspecified)
 : 2 | 2 | -1 | 2 | 5 | 0 | -1 | 12 | -6 | -8
COC(=O)c1cn(NC(=O)/C=C/c2cccc(OC)c2OC)c(=O)c2ccccc12
 : -1 | -8 | -5 | -1 | 3 | -27 | 4 | nt | nt | nt
COCCCNC(=O)Cc1c(C)c2cc3c(cc2oc1=O)OC(C)(C)CC3
 : 1 | 1 | -1 | 3 | -13 | -25 | 3 | -4 | -7 | 25
COc1ccc(C(=O)NCc2oc(-c3ccccc3)cc2C(=O)O)cc1
 : 0 | -4 | -2 | 7 | -13 | -16 | 6 | 4 | 2 | -7
CCc1cccc(NC(=O)Cn2c(-c3ccccc3)cc(C(C)=O)c2C)c1
 : -4 | 5 | 0 | 0 | 14 | -5 | 11 | 2 | 6 | 26
O=[N+]([O-])c1ccc(Cl)cc1N1CCOCC1
 : 3 | 5 | 1 | -3 | 10 | 1 | 0 | -6 | -11 | 12
CCOCCCNS(=O)(=O)c1cc(Br)cc2c1N(C(=O)C1CC1)CC2
 : 4 | 7 | -2 | 2 | 4 | -5 | -1 | -5 | -6 | 2
CC(C)c1ccc(NC2CCCN(C(=O)c3ccsc3)C2)cc1 (stereo unspecified)
 : 0 | 5 | -3 | 2 | -10 | -18 | 13 | 1 | -1 | -3
O=c1cc(C(F)(F)F)nc(SCc2cccc3ccccc23)[nH]1
 : -2 | 7 | -1 | 0 | 15 | 2 | -4 | 4 | -1 | -3
O=C(CNC(=O)C1COc2ccccc2O1)N/N=C\c1ccccc1Cl (stereo unspecified)
 : 8 | -7 | -3 | -3 | 6 | -14 | -7 | 0 | 2 | 10
COc1ccc(C(=O)C2CCCN(C(=O)C3CCOCC3)C2)cc1OC (stereo unspecified)
 : -6 | -3 | -2 | 2 | 17 | -12 | -5 | nt | -7 | -6
CCCNC(=O)Cn1cnc2sc(C(=O)N3CCN(Cc4ccc5c(c4)OCO5)CC3)c(C)c2c1=O
 : 0 | 5 | -2 | 1 | -3 | -20 | 0 | -1 | -2 | -8
CN(C)C(=O)COC(=O)c1cccnc1Nc1ccccc1F
 : 4 | 1 | 0 | 5 | -1 | -8 | -33 | 2 | -8 | -7
O=C(CCN1C(=O)C2CC=CCC2C1=O)Nc1ccccc1Cl (stereo unspecified)
 : -3 | -10 | 3 | 3 | -14 | -21 | -6 | -1 | -2 | -14
C=CCNC(=O)c1cc(Cl)cc(Cl)c1
 : 0 | -4 | -2 | 1 | -27 | -43 | 6 | 1 | -3 | 5
CCN1CCN(C(=S)NC(CC(=O)c2ccccc2)c2ccccc2)CC1 (stereo unspecified)
 : 1 | 2 | -1 | -8 | -14 | -22 | 1 | 6 | -6 | 9
COc1ccccc1NC(=S)N1CCCc2ccccc21
 : 1 | -8 | -2 | 0 | 14 | -40 | -4 | -9 | 0 | 14
Cc1cc(C)c(C(=O)N2CCCC(Nc3ccc(F)cc3)C2)o1 (stereo unspecified)
 : 1 | 1 | 0 | 2 | 1 | -13 | 14 | nt | -2 | -11
COc1ccccc1NC(=O)CSc1nnc(CC(=O)Nc2cccc(C(F)(F)F)c2)n1C
 : 1 | 3 | 1 | 3 | 12 | 0 | -4 | 0 | -5 | -10
CCOC(=O)c1c(C)[nH]c(C(=O)CSc2nnc(CC(C)c3ccccc3)o2)c1C (stereo unspecified)
 : -6 | -3 | -1 | -2 | 27 | -10 | -2 | 0 | -16 | 9
COc1ccc(NC(=S)Nc2ccc(OCc3ccccc3)cc2)cc1OC
 : 2 | -5 | 20 | 0 | -6 | 5 | -4 | 0 | 12 | 19
Cn1c(SCC(=O)N2CCN(c3ccccc3)CC2)nnc1-c1cc2ccccc2o1
 : 4 | 3 | -1 | -16 | 17 | 9 | -3 | -1 | 2 | 3
